cardiac RTF act: increases calcium sensitivity of human cardiac regulated thin filaments | activation, % at 7.2 µM | 340,000 compounds, 0.24% hits | P19429+P45379 | IANBD-labeled TnC RTF fluorescence at EC20 calcium; 0% EC20 calcium, 100% full calcium;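 active = activation above the mean over all tested compounds plus 3 SD, cut at about 30% in these data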;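 note: rise in fluorescence read as greater calcium sensitivity of cardiac thin filaments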
dFosB act: activators of mouse delta FosB homodimer; P13346; purified delta FosB, TAMRA-CDK5 oligo fluorescence polarization; percent of positive-control signal above neutral wells; activation, % at 25 µM; 340,000 compounds, 0.99% hits; AID 493131;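 active = mean activation above about 17%, with every replicate also reaching it, limit read from the data, passing the limit was not always enough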;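 note: fluorescence polarization rise as delta FosB binds a TAMRA Cdk5 AP-1 oligo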
PvdQ acylase: P. aeruginosa PvdQ acylase inhibition; AID 488965; 340,000 compounds, 0.063% hits; inhibition, % at 10 µM; purified PvdQ acylase, fluorescence plate reader; in the data active = inhibition above about 30%, passing the limit was not always enough;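 note: 0% = vehicle neutral wells and 100% = reference inhibitor wells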
CDK5 p35 inh: blocks human CDK5/p35 kinase activity. Q00535+Q15078. Recombinant CDK5/p35, ADP-Glo luminescence, 60 min. inhibition, % at 10 µM. 330,000 compounds, 0.01% hits. AID 488839;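 active = highest replicate inhibition of at least 50% and at least 75% of replicates reaching 50%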;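 note: plate controls were DMSO neutral control for no effect and GW8510 at 10 µM for full effect; many of its hits are not listed in these tables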
SR-BI DiI inh: mouse SR-BI HDL lipid transfer inhibition; ldlA[mSR-BI] CHO cells, DiI-HDL uptake fluorescence, 3 h; inhibition, % at 12.5 µM; 320,000 compounds, 0.96% hits; AID 488896;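 active = mean replicate inhibition of at least 70% and a set share of replicates each scoring 70 or more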;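 note: 0% = median of neutral control wells and 100% = median of positive control wells; values of inactives mirror those of a sister screen read the other way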
Target sequence (Q61009 whole entry, looked up): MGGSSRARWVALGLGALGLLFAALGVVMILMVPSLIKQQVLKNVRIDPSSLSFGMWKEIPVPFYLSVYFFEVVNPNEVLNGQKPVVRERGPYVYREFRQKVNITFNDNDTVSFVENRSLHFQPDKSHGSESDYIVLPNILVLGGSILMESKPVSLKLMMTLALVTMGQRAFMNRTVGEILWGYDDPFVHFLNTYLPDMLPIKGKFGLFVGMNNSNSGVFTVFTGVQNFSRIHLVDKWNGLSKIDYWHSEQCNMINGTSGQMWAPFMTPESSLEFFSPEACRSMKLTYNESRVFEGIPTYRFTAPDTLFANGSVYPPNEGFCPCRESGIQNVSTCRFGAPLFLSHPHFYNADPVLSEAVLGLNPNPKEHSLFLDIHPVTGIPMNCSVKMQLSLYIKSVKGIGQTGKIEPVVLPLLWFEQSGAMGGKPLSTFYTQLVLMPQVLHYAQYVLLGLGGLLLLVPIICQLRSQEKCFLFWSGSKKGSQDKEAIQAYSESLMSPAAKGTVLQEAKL
HTR5A ag: HTR5A agonism, opioid heterodimer counter-screen; HTR5A agonist assay, luminescence, cell-based; activation, % at 9.3 µM; AID 504692; P47898; 340,000 compounds, 0.61% hits; in the data active = activation mostly above about 9.5%, no sharp cut-off; inactive = mostly below about 7.6%;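 note: 0% = cells with vehicle only and 100% = reference agonist; strong numbers were not always called active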
Wnt bcat act: Wnt/beta-catenin pathway activation; Wnt/beta-catenin reporter cell assay, activator, plate reader; activation, % at 9.35 µM; 300,000 compounds, 1.2% hits; AID 743398; in the data active = activation above about 30%, passing the limit was not always enough;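 note: 0% = neutral control wells and 100% = positive control wells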
Rtt109 Vps75: C. albicans Rtt109 histone acetyltransferase inhibition; AID 540336; inhibition, % at 34.9 µM; purified Rtt109/Vps75, ThioGlo CoA-SH fluorescence, 4 h; 330,000 compounds, 0.16% hits; Q5AAJ8;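 active = inhibition of at least 50% in every replicate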
Target sequence (Q5AAJ8 whole entry, looked up): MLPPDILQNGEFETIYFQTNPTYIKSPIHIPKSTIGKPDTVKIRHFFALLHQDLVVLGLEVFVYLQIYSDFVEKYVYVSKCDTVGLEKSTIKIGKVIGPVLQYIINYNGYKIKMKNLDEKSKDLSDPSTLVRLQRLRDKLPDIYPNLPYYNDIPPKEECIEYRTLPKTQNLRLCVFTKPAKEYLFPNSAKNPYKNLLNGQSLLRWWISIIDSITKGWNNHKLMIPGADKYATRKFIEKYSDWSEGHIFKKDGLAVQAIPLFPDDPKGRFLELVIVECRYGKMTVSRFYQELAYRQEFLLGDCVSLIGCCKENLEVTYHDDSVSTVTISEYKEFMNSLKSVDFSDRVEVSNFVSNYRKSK
MITF act: increases MITF-driven TRPM1 promoter luciferase signal. AID 588334. activation, % at 12.5 µM. SK-MEL-5 TRPM1-promoter luciferase, 24 h; % of positive control, neutral wells = 0. 300,000 compounds, 0.75% hits;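 active = mean activation of at least 80% with every replicate also reaching 80%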;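 note: 0% = neutral control wells and 100% = parthenolide positive control wells; values of inactives mirror those of a sister screen read the other way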
SR-BI DiI-HDL act: enhances SR-BI lipid uptake from DiI-HDL; CHO ldlA[mSR-BI] cells, DiI-HDL uptake fluorescence, 3 h; 100 = double the neutral-control signal; activation, % at 12.5 µM; AID 504775; 320,000 compounds, 0.096% hits;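 active = mean replicate activation of at least 60% and every replicate at or above 60%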;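 note: 0% = median plate neutral-control signal and 100% = twice that signal; values of inactives mirror those of a sister screen read the other way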
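Material: SR-BI-overexpressing, LDLR-lacking CHO cells | Dosing: Single compound concentration, delivered by pin transfer | Probe or stimulus: Labelled HDL, 10 µg/mL | Signal: Bottom-read cell fluorescence after medium removal, ex 550/em 595 nm | Schedule: 3 h, 37 °C | Evaluation: HDL uptake via cellular fluorescence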
The depositor's hits bear a star; · = not tested or not shown.

(1) c1ccc2cc(OCc3nc4ccccc4[nH]3)ccc2c1
(2) C#CCOCCOCCOCCNc1nc(N2CCN(C(=O)CCCCCCCCCCNC(=O)Cn3cc(CCCCCN)nn3)CC2)nc(N2CCN(C(=O)CCCCCCCCCCNC(=O)[C@H](CO)n3cc(CCCCCN)nn3)CC2)n1
(3) Cc1occc1C(=O)N/N=C/C1=C(N2CCOCC2)C(=C\c2ccc(Cl)cc2)/CC1
(4) Cc1ccc(N2CC(C(=O)NCC3CCCO3)CC2=O)cc1Cl (configuration not stated)
(5) COc1ccc(-n2c(SCc3ccc(C#N)cc3)nnc2-c2ccccn2)cc1
(6) COc1ccc(C=C2SC(=O)NC2=O)cc1OC
(7) CC1CCC(N2CCN(C(=O)c3ccccc3F)CC2)CC1 (configuration not stated)
(8) Cc1ccc2c(c1)COc1c3ccc(C(=O)NC(C)C)cc3nn1-2
(9) CCOc1ccc(N2C(=O)CC(Cc3cc(C)cc(C)c3)C2=O)cc1 (configuration not stated)
(10) CNc1nc(-c2ccc(S(=O)(=O)N3CCCCC3)cc2)cs1
assay / entry,1,2,3,4,5,6,7,8,9,10
cardiac RTF act,1,10,-3,-5,5,2,-5,4,-5,-3
dFosB act,0,-193,-6,3,-10,4,1,2,-8,-6
PvdQ acylase,-3,-14,-1,5,-2,-6,-2,-6,-8,-10
CDK5 p35 inh,3.7,0.8,2.3,-1.1,1.0,-1.5,-0.5,-1.2,0.8,-3.5
SR-BI DiI inh,14,-29,·,-9,8,-30,9,41,36,15
HTR5A ag,5,2,1,0,2,-3,7,-1,0,5
Wnt bcat act,·,·,3,·,·,-2,-1,46*,-1,6
Rtt109 Vps75,1,-3,2,-3,4,-2,-10,-19,-4,2
MITF act,21,11,0,4,·,16,-13,89*,0,13
SR-BI DiI-HDL act,-14,29,·,9,-8,30,-9,-41,-36,-15

(11) O=C(O)c1cccc2c1C(=O)c1cccc3snc-2c13
(12) Cc1cccc(OCc2ccc(C(=O)Nc3cc(C)on3)o2)c1
(13) COc1ccc(NC(=O)C2CCN(c3nc(-c4ccc(OC)cc4)no3)CC2)cc1
(14) Cn1cnc2c1c(=O)n(CC(O)CO)c(=O)n2C (configuration not stated)
(15) COc1cccc(C(=O)N2CCC(C(=O)NCc3ccc(C)cc3)CC2)c1
(16) COc1ccccc1N(CC(=O)NCc1ccccc1C)S(=O)(=O)c1ccc(C)cc1
(17) O=C(NC1CCCC1)C(c1ccc(F)cc1)N(C(=O)Cc1cccs1)c1ccc2c(c1)OCCO2 (configuration not stated)
(18) O=C(CCCN1C(=O)CCC1=O)Nc1ccccc1F
(19) O=C1c2ccccc2C(=O)N1CC1CCCO1 (configuration not stated)
(20) Cc1ccc2cc(COC(=O)c3cccc([N+](=O)[O-])c3)c(=O)[nH]c2c1
assay / entry,11,12,13,14,15,16,17,18,19,20
cardiac RTF act,2,-11,0,-1,-1,2,0,0,4,2
dFosB act,-5,-3,29*,-2,0,-11,-6,4,-2,-1
PvdQ acylase,-7,1,-8,10,3,-16,-12,-6,-11,-13
CDK5 p35 inh,-2.8,-1.7,1.9,2.1,-0.5,-0.9,2.2,-2.2,0.6,-0.4
SR-BI DiI inh,·,-6,41,-2,·,·,-22,-19,4,·
HTR5A ag,-4,6,-5,0,0,0,-7,2,2,7
Wnt bcat act,-1,-1,3,-5,-2,-2,-9,-4,·,4
Rtt109 Vps75,0,-2,5,11,2,5,·,4,-2,-5
MITF act,-3,1,·,1,-2,-16,2,-8,4,-3
SR-BI DiI-HDL act,·,6,-41,20,·,·,22,19,-4,·

(21) CCN(CC)CCCn1c2c(c(SCC(=O)Nc3cc(OC)cc(OC)c3)nc1=O)CCC2
(22) COC(C[C@H](O)CC(=O)[C@H](C)OCc1ccccc1)OC
(23) COc1ccc(-n2c(=O)/c(=C\c3cccs3)s/c2=C(/C#N)C(=O)NCCN2CCOCC2)cc1
(24) CCOCCCNC(=S)N1C2CCC1CC(NC(=O)Nc1ccc(C(=O)OCC)cc1)C2 (configuration not stated)
(25) CCc1ccc(N2CC(C(=O)Nc3cc(C)on3)CC2=O)cc1 (configuration not stated)
(26) Cc1nn(C)cc1CN(C)C(=O)c1cc2nc(-c3ccco3)cc(C(F)(F)F)n2n1
(27) Cc1cccc(-n2c(O)c(C=Nc3ccccc3O)c3ccccc3c2=O)n1
(28) COc1ccc(-c2ccc(/C=C3/C(=N)N4C(C)=CSC4=NC3=O)o2)c([N+](=O)[O-])c1
(29) O=[N+]([O-])c1ccc(N2CCN(C(=S)NC3CCCCC3)CC2)cc1
(30) O=C(Nc1cccc(Cl)c1)c1cc(S(=O)(=O)N2CCCCC2)c[nH]1
assay / entry,21,22,23,24,25,26,27,28,29,30
cardiac RTF act,0,-3,2,-1,7,11,-3,6,3,1
dFosB act,-4,8,-4,-12,-5,2,-28,-6,-1,3
PvdQ acylase,3,5,-13,-8,23,-14,-6,-15,-11,-5
CDK5 p35 inh,-0.2,-1.0,0.5,1.5,0.7,-0.4,0.3,2.1,0.6,0.4
SR-BI DiI inh,-26,-32,-5,27,·,19,·,·,52,-7
HTR5A ag,2,6,-3,2,3,0,-4,7,0,11
Wnt bcat act,-1,-2,-1,-2,-3,·,5,-4,·,-1
Rtt109 Vps75,5,3,-4,10,17,-40,-18,5,-10,1
MITF act,3,-3,-45,-1,-1,12,12,3,-16,0
SR-BI DiI-HDL act,26,32,5,-27,·,-19,·,·,-52,7

(31) C[C@]12c3[nH]c4ccccc4c3CCN1C(=O)C(CC(=O)NCc1ccco1)C[C@@H]2C(=O)N1CCOCC1 (some centres not stated)
(32) N#CC(C(N)=O)=C1CCC2(CC1)OCCCCO2
(33) O=C(O)c1ccc(NC(=O)c2ccccc2NC(=O)c2cccc(F)c2)cc1
(34) O=C(Nc1ccc2nc[nH]c2c1)c1ccco1
(35) CN(Cc1ccon1)Cc1cn(C)nc1-c1ccc2c(c1)OCCO2
(36) O=C(Nc1ccc([N+](=O)[O-])cc1)C1COc2ccccc2O1 (configuration not stated)
(37) CN(C)C(=O)N1CCC(C(=O)NCc2ccc(F)cc2Cl)CC1
(38) Cc1ccc(OCC(=O)c2cc(C)n(-c3ccccc3)c2C)c([N+](=O)[O-])n1
(39) O=C(N/N=C/c1ccc([N+](=O)[O-])o1)c1ccccc1-n1cccc1
(40) CC(=O)NC1(C(F)(F)F)N=C(c2ccccc2)NC1=O (configuration not stated)
assay / entry,31,32,33,34,35,36,37,38,39,40
cardiac RTF act,-5,-5,-3,-6,-5,3,2,4,8,7
dFosB act,-6,1,-12,-8,-2,0,1,-1,1,12
PvdQ acylase,-11,1,-2,-3,-6,7,-8,2,4,-6
CDK5 p35 inh,0.7,1.7,-0.4,1.8,-0.7,-1.0,2.2,-1.2,-3.1,-0.7
SR-BI DiI inh,-17,7,-11,1,-28,6,-4,-10,15,-13
HTR5A ag,2,-1,2,-1,1,2,0,11,-3,0
Wnt bcat act,0,-2,-1,6,-3,0,·,·,10,·
Rtt109 Vps75,3,2,-4,0,2,9,6,2,7,-3
MITF act,-5,-4,·,47,-4,14,9,-36,-77,-8
SR-BI DiI-HDL act,17,-7,11,-1,28,-6,4,10,-15,13

Printed as active in Wnt bcat act (from the list above):
item | Molecule | cardiac RTF act | dFosB act | PvdQ acylase | CDK5 p35 inh | SR-BI DiI inh | Wnt bcat act | Rtt109 Vps75 | MITF act | SR-BI DiI-HDL act
8 | Cc1ccc2c(c1)COc1c3ccc(C(=O)NC(C)C)cc3nn1-2 | 4 | 2 | -6 | -1.2 | 41 | 46* | -19 | 89* | -41

Fetched one by one from the list above:
(31) C[C@]12c3[nH]c4ccccc4c3CCN1C(=O)C(CC(=O)NCc1ccco1)C[C@@H]2C(=O)N1CCOCC1 (some centres not stated)
(38) Cc1ccc(OCC(=O)c2cc(C)n(-c3ccccc3)c2C)c([N+](=O)[O-])n1
(33) O=C(O)c1ccc(NC(=O)c2ccccc2NC(=O)c2cccc(F)c2)cc1
(37) CN(C)C(=O)N1CCC(C(=O)NCc2ccc(F)cc2Cl)CC1
assay / entry,31,38,33,37
cardiac RTF act,-5,4,-3,2
dFosB act,-6,-1,-12,1
PvdQ acylase,-11,2,-2,-8
CDK5 p35 inh,0.7,-1.2,-0.4,2.2
SR-BI DiI inh,-17,-10,-11,-4
HTR5A ag,2,11,2,0
Wnt bcat act,0,·,-1,·
Rtt109 Vps75,3,2,-4,6
MITF act,-5,-36,·,9
SR-BI DiI-HDL act,17,10,11,4

(continued)
(41) COc1ccc(/C=N/NC(=O)c2ccc3nc[nH]c3c2)c(OC)c1OC
(42) CCCn1c(=NC(=O)CS(=O)(=O)c2ccccc2)sc2cc(S(C)(=O)=O)ccc21
(43) CC(C)Oc1ccc(NC(=O)Oc2ccccc2)cc1
(44) CCOC(=O)/C(C#N)=C/c1c(Oc2cccc(C)c2)nc2c(C)cccn2c1=O
(45) COc1ccc([C@H]2/C=C\CN(S(=O)(=O)/C=C/c3ccccc3)[C@@H](C)C(=O)N2Cc2ccc(F)cc2)cc1
(46) O=C(NC1CC1)C1CCN(c2nc3ccccc3s2)CC1
(47) Cc1cc(C)c(NC(=O)CCN2C(=O)c3ccccc3S2(=O)=O)c(C)c1
(48) Cc1ccc2c(c1)NC(=O)C(CC(=O)NCCN(C)C)O2 (configuration not stated)
(49) CC(=O)c1cccc(NC=C2C(=O)OC3(CCCCC3)OC2=O)c1
(50) Cc1nnc(N/N=C\c2ccc(-c3cccc(C(=O)O)c3)o2)n1N
assay / entry,41,42,43,44,45,46,47,48,49,50
cardiac RTF act,·,2,6,1,-3,5,11,6,1,-2
dFosB act,-2,-2,4,-1,3,-1,-3,-2,-2,-3
PvdQ acylase,-6,-10,-15,-15,0,-21,-13,-14,3,-13
CDK5 p35 inh,1.1,0.6,28,0.9,-2.7,-7.7,1.0,0.0,0.3,0.8
SR-BI DiI inh,40,-4,-1,-12,47,7,-6,2,1,5
HTR5A ag,·,1,0,-1,5,4,-3,-3,1,4
Wnt bcat act,-14,-2,·,-3,-5,12,1,-2,·,2
Rtt109 Vps75,4,1,-5,-6,1,-7,-6,-7,-5,15
MITF act,·,2,3,-1,-2,32,-5,-8,-6,-22
SR-BI DiI-HDL act,-40,4,1,12,-47,-7,6,-2,-1,-5

(51) CCCc1cc(=O)[nH]c(SCC(=O)N2CCc3ccccc3C2)n1
(52) O=C(Nc1cccc(/C=C/c2nc3ccccc3c(=O)[nH]2)c1)c1ccccc1Cl
(53) O=C(N/N=C/c1ccc2c(c1)OCCO2)c1ccncc1
(54) O=C(O)CCN1c2ccccc2Sc2ccccc21
(55) Cc1ccc2cc(C#N)c(SCC(=O)NNC(=O)Cc3ccccc3)nc2c1
(56) CC(C)(C)C1CCC(C(=O)Nc2nccs2)CC1 (configuration not stated)
assay / entry,51,52,53,54,55,56
cardiac RTF act,3,-2,-4,-2,10,-6
dFosB act,-16,-7,1,-6,-2,4
PvdQ acylase,-6,-11,-6,-18,-1,-12
CDK5 p35 inh,-1.3,-1.1,-5.1,0.5,0.0,-2.7
SR-BI DiI inh,-21,·,-22,-35,7,·
HTR5A ag,1,7,-5,1,7,1
Wnt bcat act,6,17,4,0,·,0
Rtt109 Vps75,-2,-10,-3,0,10,-1
MITF act,-4,65,·,6,-7,·
SR-BI DiI-HDL act,21,·,22,35,-7,·

Assay outcomes (PubChem BioAssay)
